RmlCD inh 1536: M. tuberculosis RmlC/RmlD coupled enzyme inhibitors, primary screen, biochemical, compound mixtures, 384-well, from 1536-well plates; RmlC+RmlD coupled enzyme assay, percent inhibition; primary screen in compound mixtures; inhibition, % at 3.6 µM; 160,000 tested, 0.03% active; AID 1533, 2009; in the data active = inhibition mostly above about 34%, no sharp cut-off; inconclusive = no clear call, values can overlap the other calls; inactive = mostly below about 22%; note: some results filed as inactive read as strong as hits
Target sequence (P9WH09 whole entry, looked up): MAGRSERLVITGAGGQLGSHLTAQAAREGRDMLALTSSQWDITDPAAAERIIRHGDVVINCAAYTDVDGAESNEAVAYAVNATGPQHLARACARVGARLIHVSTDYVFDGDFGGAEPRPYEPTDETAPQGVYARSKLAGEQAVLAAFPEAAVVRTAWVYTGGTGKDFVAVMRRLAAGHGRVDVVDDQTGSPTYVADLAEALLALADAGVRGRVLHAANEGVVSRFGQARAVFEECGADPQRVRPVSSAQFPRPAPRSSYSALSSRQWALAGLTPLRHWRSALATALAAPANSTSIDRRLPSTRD
Target sequence (P9WH11 whole entry, looked up): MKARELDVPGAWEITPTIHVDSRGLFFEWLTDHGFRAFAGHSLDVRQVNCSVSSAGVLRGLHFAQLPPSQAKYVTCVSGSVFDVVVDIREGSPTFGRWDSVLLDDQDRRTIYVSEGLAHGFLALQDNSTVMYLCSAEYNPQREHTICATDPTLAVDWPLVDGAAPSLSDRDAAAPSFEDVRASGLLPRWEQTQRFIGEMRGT
GlmU inhibition: inhibition of mycobacterial GlmU enzyme – biochemical, glucosamine-1-phosphate acetyltransferase (AID 1376); M. tuberculosis GlmU acetyltransferase enzyme assay; higher % means a stronger effect; inhibition, %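 (tested at 30 µM in the primary screen)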; hits with a dose series show IC50 in µM; 220,000 tested, 0.25% active; in the data active = inhibition above about 13%; inconclusive = no clear call, values can overlap the other calls;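 note: 0% = complete reaction with vehicle and 100% = reaction without substrate; strong numbers were not always called active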
* marks the source's active call; other numbers are inactive results; u = inconclusive; x = no result given.

| SMILES | RmlCD inh 1536 | GlmU inhibition |
| --- | --- | --- |
| CCOC(=O)C(=CNc1cc(Cl)c(-c2ccco2)c(Cl)c1)C(=O)OCC | 1 | -0.6% |
| CCc1ccc(/C=N/NC(=O)c2c[nH]c3ccccc23)s1 | -6 | -3.2% |
| Cc1ccc(N(C(=O)c2csnn2)C(C(=O)NC(C)(C)C)c2ccncc2)cc1 (stereo unspecified) | 22 | -4.4% |
| Cc1nnc(SCC(=O)N2CCC(C(N)=O)CC2)s1 | 6 | -1.7% |
| O=C(COC(=O)CCOc1ccccc1)Nc1ccc(Cl)cn1 | 9 | -1.0% |
| COc1cccc(/C=N/n2cncn2)c1OCC#N | -2 | 1.1% |
| CC(C)[C@H](NC(=O)NC1CCCC1)C(=O)O | x | 0.9% |
| CCOC(=O)N1CCN(C(=O)COc2cccc3c2CCN(CC)C3=O)CC1 | -8 | 0.1% |
| CCCCn1c(N)c(N(Cc2ccccc2OC)C(=O)COc2ccccc2C#N)c(=O)[nH]c1=O | -4 | x |
| CC(C)Oc1ccc(C(=O)Nc2ccccc2N2CCCC2)cc1 | x | -1.6% |
| CC(Oc1ccccc1)C(=O)N/N=C/c1ccccn1 (stereo unspecified) | 0 | -7.6% |
| CCOc1ccc(N/C(=N/c2nc(C)cc(C)n2)NC(C)=O)cc1 | x | 4.2% |
| CCc1ccc(C(=O)/C=C/c2ccc([N+](=O)[O-])o2)cc1 | x | -0.8% |
| CCc1ccccc1N1C(=O)c2ccccc2S1(=O)=O | -8 | 2.8% |
| COC(=O)C(CCSC)NC(=O)c1cccc([N+](=O)[O-])c1 (stereo unspecified) | -4 | 1.8% |

Next part (six carried over from the part before).
| SMILES | RmlCD inh 1536 | GlmU inhibition |
| --- | --- | --- |
| CC(C)Oc1ccc(C(=O)Nc2ccccc2N2CCCC2)cc1 | x | -1.6% |
| CC(Oc1ccccc1)C(=O)N/N=C/c1ccccn1 (stereo unspecified) | 0 | -7.6% |
| CCOc1ccc(N/C(=N/c2nc(C)cc(C)n2)NC(C)=O)cc1 | x | 4.2% |
| CCc1ccc(C(=O)/C=C/c2ccc([N+](=O)[O-])o2)cc1 | x | -0.8% |
| CCc1ccccc1N1C(=O)c2ccccc2S1(=O)=O | -8 | 2.8% |
| COC(=O)C(CCSC)NC(=O)c1cccc([N+](=O)[O-])c1 (stereo unspecified) | -4 | 1.8% |
| O=C1CC(N2CCOCC2)=NN1c1ccc([N+](=O)[O-])cc1 | -2 | -8.8% |
| N#Cc1c(F)cccc1N1CCOCC1 | 8 | 5.8% |
| O=C(CSc1nc2ccsc2c(=O)n1Cc1ccccc1)NCc1ccco1 | 7 | -0.2% |
| CCCc1cc(C(=O)Nc2cc(OC)c(Cl)cc2OC)no1 | -10 | x |
| O=C(CC1Sc2ccccc2NC1=O)OC(C(=O)NCCc1ccccc1)c1cccnc1 (stereo unspecified) | -9 | x |
| COC(=O)C1=C[C@@H](C(=O)OC)[C@@H]2C3=C(C(=O)[C@]2(C)NC(=O)c2ccccc2)[C@H](C)n2c(=O)n(-c4ccccc4)c(=O)n2[C@@H]3C1 | x | 3.2% |
| Clc1ccc(CSc2nnc([C@@H]3CCCN3)o2)cc1 | 1 | 2.6% |
| CCCCn1nnc(NC(=O)CC23CC4CC(CC(C4)C2)C3)n1 | -5 | -3.6% |
| O=C(CCN1C(=O)c2ccccc2C1=O)CN1CCOCC1 | x | 0.7% |
| CC(/C=C/c1ccc2c(c1)OCO2)=N\NC(=O)c1cccc([N+](=O)[O-])c1 | 58 | 4.7% |
| Cc1ccc(-c2csc3ncnc(Cl)c23)cc1 | 5 | 1.3% |
| O=C(NC(=S)Nc1cc(-c2nc3ccccc3[nH]2)ccc1Cl)c1ccc2c(c1)OCO2 | -7 | 2.4% |
| COc1ccccc1-c1cc(C(F)(F)F)nc(S(=O)(=O)CCCC(=O)N2CCCCC2C)n1 (stereo unspecified) | -16 | -4.7% |
| CCN(CC)CCN1c2ccccc2Sc2ccc3ccccc3c21 | 10 | x |
| CC(C)NC(=O)NNC(=O)c1nn(-c2ccc(F)cc2)ccc1=O | -15 | 4.9% |
| CC(=O)/C(=N\Nc1ccccc1Cl)Sc1cccc2cccnc12 | -10 | -0.7% |
| COC(=O)c1c(-c2ccc(F)cc2)csc1NC(=O)c1ccco1 | 7 | -1.9% |
| COc1ccc(C(N)=S)c(OC)c1 | 7 | -2.9% |
| Cc1ccc(OCCSc2nnc(NC(=O)c3ccco3)s2)cc1 | 1 | -3.5% |
| COc1ccc(C2c3c(ccc4ccccc34)Oc3ncn4nc(-c5ccco5)nc4c32)cc1OC (stereo unspecified) | -7 | 0.5% |
| CCOC1=NS(=O)(=O)c2ccccc21 | -11 | 1.5% |
| COc1ccc(NC(=O)c2c(-c3ccccc3Cl)noc2C)c(OC)c1 | 3 | -3.5% |
| Cc1cc2c(c(=O)o1)C(Cc1ccccc1)C(C#N)=C(N)O2 (stereo unspecified) | -10 | -1.4% |
| CCOc1ccc(/C=N/NC(=O)COc2ccccc2-c2ccccc2)cc1 | x | -0.6% |
| O=C(Cn1cc(C(=O)c2cccs2)c2ccccc21)NCc1ccc2c(c1)OCO2 | 2 | 4.0% |
| Cc1ccc(SCc2ccc(C(=O)Nc3cccc([N+](=O)[O-])c3C)cc2)cc1 | x | -3.1% |
| O=S(=O)(Cc1ccc(Cl)cc1)c1ccccc1-c1nnc(-c2ccccc2)o1 | 0 | 0.9% |
| Cc1nn(C(C)C(=O)O)c(=O)c2c1sc1ccccc12 (stereo unspecified) | 7 | 3.5% |
| CCN(CC)C(=O)C1CCN(S(=O)(=O)c2cccc3nonc23)CC1 | -4 | 2.9% |
| CN1C(=O)N(CN2CCCCC2)C2C1N(C)C(=O)N2CN1CCCCC1 (stereo unspecified) | 2 | 2.3% |

Pulled by structure from the list above (five):
| SMILES | RmlCD inh 1536 | GlmU inhibition |
| --- | --- | --- |
| Cc1cc2c(c(=O)o1)C(Cc1ccccc1)C(C#N)=C(N)O2 (stereo unspecified) | -10 | -1.4% |
| O=S(=O)(Cc1ccc(Cl)cc1)c1ccccc1-c1nnc(-c2ccccc2)o1 | 0 | 0.9% |
| COc1ccc(C2c3c(ccc4ccccc34)Oc3ncn4nc(-c5ccco5)nc4c32)cc1OC (stereo unspecified) | -7 | 0.5% |
| CC(C)NC(=O)NNC(=O)c1nn(-c2ccc(F)cc2)ccc1=O | -15 | 4.9% |
| Cc1nnc(SCC(=O)N2CCC(C(N)=O)CC2)s1 | 6 | -1.7% |

(continued)
| SMILES | RmlCD inh 1536 | GlmU inhibition |
| --- | --- | --- |
| CC1(c2ccccc2Cl)NC(=O)N(CC(=O)Nc2ccc3c(c2)OCO3)C1=O (stereo unspecified) | 5 | 3.9% |
| CCCCC(=O)NS(=O)(=O)c1ccc(N=NN2CCCCC2)cc1 | x | -3.1% |
| O=C(NC(=S)N1CCN(C/C=C/c2ccccc2)CC1)c1ccc(F)cc1 | 13 | -5.0% |
| COc1ccc(C2CC(c3ccccc3)=NN2c2ccc(S(N)(=O)=O)cc2)cc1 (stereo unspecified) | x | 4.5% |
| COc1ccc2c(c1)CCc1c(C(=O)NCC(C)C)noc1-2 | -15 | 5.5% |
| CC(=O)c1c(C)[nH]c(C(=O)OCC(=O)c2c(N)n(C)c(=O)n(C)c2=O)c1C | 11 | -3.9% |
| CCC(=O)n1nc(NCc2ccccc2OC)nc1NCc1ccccc1OC | 15 | -3.6% |
| O=C(Nc1nnc(CCN2CCOCC2)s1)C1CCCCC1 | x | 3.4% |
| O=C(NN1C(=O)c2ccccc2NC1c1ccoc1)c1ccc([N+](=O)[O-])cc1 (stereo unspecified) | 20 | 2.7% |
| Cc1ccc(S(=O)(=O)CC(=O)c2cc(C)c(OC(=O)N(C)C)c(C)c2)cc1 | -13 | -6.9% |
| S=C(NCc1ccccn1)Nc1ccccc1Cl | x | 1.7% |
| Cc1cc(Nc2ccccc2)nn1C(=O)c1ccc([N+](=O)[O-])cc1 | x | 3.6% |
| COc1ccc2nc(NC(=O)CCN3C(=O)c4ccccc4C3=O)sc2c1 | 8 | -7.1% |
| CN(C)C(=O)Oc1ccc(OC(=O)N(C)C)cc1 | -5 | 2.5% |
| O=S(=O)(Nc1ccc(Cl)cn1)c1ccc(Cl)cc1 | -1 | -2.9% |
| CC1N/C(=C\C(=O)c2ccccc2)N(O)C1(C)C (stereo unspecified) | x | -7.1% |
| CSc1nc(N)c(N=Nc2ccc([As](=O)(O)O)cc2)c(=O)[nH]1 | 6 | 1.7% |
| c1ccc(CC2CCN(c3nnnn3-c3ccccc3)CC2)cc1 | -5 | x |
| O=C(C1=C[C@H](c2ccc(Br)cc2)C[C@H](OCCCCO)O1)N1CCN(Cc2ccccc2)CC1 | x | 2.1% |
| CN(C)S(=O)(=O)c1cccc(-c2nn(-c3ccccc3)cc2/C=C2\SC(=S)N(CC(=O)O)C2=O)c1 | x | 1.8% |
| Cc1ccc(NC(=O)COS(=O)c2ccc(C)cc2)cc1 (stereo unspecified) | x | 2.2% |
| O=S(=O)(Nc1ccc(Cl)cn1)c1cnc(Cl)c(Br)c1 | x | 2.4% |
| COc1cc(CNC2CCCC2)c(Br)cc1OCc1ccccc1 | -1 | 0.1% |
| CC(=O)C1=C(C)NC(SCc2ccc(C#N)cc2)=C(C#N)C1c1ccco1 (stereo unspecified) | -10 | 2.5% |
| CC(C)C(c1nnnn1C(C)(C)C)N1CCN(Cc2cccnc2)CC1 (stereo unspecified) | 6 | -3.3% |
| Cc1ccc(C(=O)NC(Cc2c[nH]c3ccccc23)C(=O)O)cc1 (stereo unspecified) | 6 | 2.1% |
| Nc1ccc(C(=O)Nc2ccc(OC(F)(F)C(F)F)c(NC(=O)c3ccc(N)cc3)c2)cc1 | 3 | 0.4% |
| CC(=O)c1ccc(NC(=S)NC(NC(=O)c2ccco2)C(Cl)(Cl)Cl)cc1 (stereo unspecified) | 1 | -7.7% |
| CSc1ccc(C(=O)C2CCCN(S(=O)(=O)N(C)C)C2)cc1 (stereo unspecified) | -3 | 0.1% |
| CC(C)(C)C1CCC(=NNC(=O)c2cc3c(s2)CCCC3)CC1 (stereo unspecified) | -3 | -4.6% |
| Cc1cccc(C(=O)O/N=C/c2ccc(Br)cc2)c1 | 1 | 6.0% |
| COc1ccc(C(=O)NCC(=O)OCc2csc(-c3ccccc3)n2)cc1 | x | 1.1% |
| CC(C)C(c1nnnn1Cc1ccc(F)cc1)N1CCN(C2CCCC2)CC1 (stereo unspecified) | -7 | -2.2% |
| Cc1cc(C)cc(NS(=O)(=O)c2cnc(Cl)c(Cl)c2)c1 | x | 1.1% |
| Cc1ccc(-c2n[nH]c(=S)n2/N=C/c2ccncc2)cc1 | u | -1.1% |
| CC1CCc2sc(C(=O)OCC(=O)NCc3ccc(F)cc3)cc2C1 (stereo unspecified) | -4 | -1.1% |
| CC(C)(C)c1ccc(/C=C2\SC(=O)N=C2N)cc1 | 2 | -0.1% |
| Cc1[nH]c(=S)c(C#N)c(C)c1Cc1ccc(Cl)cc1Cl | 40 | 1.1% |
| COCCN1C(=O)CS/C1=C(/C#N)C(=O)NCc1ccco1 | x | -3.2% |
| CCCCn1nnnc1NCc1ccc(N(CC)CC)cc1 | 2 | 0.7% |
| COc1cc(/C=C(\NC(C)=O)C(=O)O)cc(OC)c1OC | 0 | 0.0% |
| CCN(CC)S(=O)(=O)c1ccc(C(=O)NCC(c2ccc(OC)cc2)N2CCOCC2)cc1 (stereo unspecified) | 2 | -5.5% |
| O=C(NCc1ccc2c(c1)CCO2)Nc1ccccc1 | 5 | 0.5% |
| CCOc1ccc(NC(=O)COc2nsnc2N2CCCCC2)cc1 | x | 2.4% |
| CCOC(=O)N1CCN(C(=O)c2ccc(CNS(=O)(=O)c3ccc(OC)cc3)cc2)CC1 | x | 0.0% |
| N#Cc1nc(-c2cccc3ccccc23)oc1NCCN1CCOCC1 | x | -5.4% |
| O=C(NCc1ccc(Cl)cc1)c1noc2c1CCCC2 | x | -1.2% |
| N/C(=N\O)c1ccccc1N1CCCCC1 | 10 | 0.9% |
| CCOC(=O)CC(=O)Nc1ccc(C(=O)OCC)cc1 | -28 | 2.7% |
| CCC(=O)NC(=S)Nc1ccc(NC(=O)c2ccco2)cc1 | -4 | -2.0% |
| CC1CCN(C(=O)c2ccc(NC(=O)C3CCCO3)cc2)CC1 (stereo unspecified) | x | 3.9% |
| COc1ccc(CCN(C)C(=O)CN2C(=O)c3ccccc3S2(=O)=O)cc1OC | x | 3.9% |
| c1ccc2c(c1)ncn2CCC1CCCCC1 | x | 2.6% |
| Cc1ccc(C2CC2c2n[nH]c(=S)n2-c2cccc(Cl)c2)cc1 (stereo unspecified) | -8 | 2.4% |
| CCn1nc(C)c(NC(=O)c2cc(Br)ccc2Cl)c1C | -4 | -2.0% |
| CCN(CC)c1c2c(c(C#N)c3nc4ccccc4n13)CCC2 | -9 | 0.5% |
| COc1cc(NC(=S)Nc2ccccn2)c(OC)cc1Cl | -15 | 1.5% |
| O=C1CSC(=S)N1N=C1CCCCCC1 | x | 6.5% |
| COCc1ccc([C@@H]2C[C@H]3CN(Cc4cccc(Cl)c4)C(=O)[C@]34CCCN24)o1 | 2 | -3.8% |
| CN1CCN(/C=N/c2c(C#N)cnn2-c2ccccc2)CC1 | x | 0.7% |

The list goes on.
| SMILES | RmlCD inh 1536 | GlmU inhibition |
| --- | --- | --- |
| COc1cc(NC(=S)N2CCN(c3ccccn3)CC2)cc(OC)c1 | 9 | 1.8% |
| COC(=O)CSc1snnc1-c1ccc(Cl)c(Cl)c1 | x | 2.1% |
| COC(=O)c1cc(C)sc1NC(=O)C1CC(=O)NN1Cc1ccccc1 (stereo unspecified) | 8 | 3.5% |
| CCOC(=O)CSc1nc(N)c(C#N)c(-c2ccc(OCC)cc2)c1C#N | -5 | -2.2% |

Bioassay records: PubChem BioAssay, several laboratories

The list is partial; count on the stated rates, not on these rows.
